Compound activity as filed in PubChem BioAssay.
ATXN2 expr inh: ATXN2 expression inhibition; 0.72% of 360,000 active; HEK-293 ATXN2-luciferase reporter, luminescence, 24 h; Potency, µM (series often up to 57 µM), for inactives: at the highest dose activity change, negative = inhibition, most hits filed as inhibitors; further: potency means the concentration at half of the fitted maximal effect; on the % scale 0 is the no-effect control and ±100 the full control effect; nearly all actives have a fitted effect of over 55% in size
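ATXN2-luciferase reporter cells (luciferase flanked by upstream and downstream ATXN2 gene portions) were treated 24 h at 37 °C with compounds at up to 57 uM. SteadyGlo luminescence gave expression; GF-AFC fluorescence gave viability.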
IL1B secr inh: inhibitors of inflammasome signaling (IL-1 beta secretion). 4.7% of 360,000 active. activity change, % at 57.5 µM. THP-1 LPS/ATP IL-1B secretion, AlphaLISA, 16 h; active compounds read low. AID 743279; in the data active means activity change below about -50%; inconclusive means mostly about -30% to -49%; further: on the % scale 0 is the no-effect control and ±100 the full control effect
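THP-1 cells pretreated 1 hr with compounds (up to 57.5 uM final), then stimulated with LPS (250 ng/mL final) plus ATP (1.25 mM final); secreted IL-1B measured by AlphaLISA after 16 hr, decreased signal indicating inhibition.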
HT1080NT lethal: kills 2HG-producing HT-1080-NT fibrosarcoma cells. AID 686970. HT-1080-NT fibrosarcoma viability, CellTiter-Glo ATP luminescence, 48 h. 1.6% of 360,000 active. Potency, µM (series often up to 46.1 µM), without a hit: at the highest dose activity, negative = less viability, actives largely listed as cytotoxic;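 further: NT is the 2HG producing partner of a matched IDH1 knockdown line; potency means the concentration at half of the fitted maximal effect; 0% = DMSO-treated cells and -100% = media-only wells without cells; nearly all actives have a fitted effect of over 55% in size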
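HT-1080-NT fibrosarcoma cells (2HG-overproducing), 750 cells/well in RPMI with 5% FBS, dosed after 2 h and incubated 48 h at 37C. CellTiter-Glo luminescence normalized to DMSO and no-cell wells; concentration-response curves fitted and classed.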
MCF10A rereplic: inducers of DNA re-replication in MCF 10A breast cells; MCF 10A DNA re-replication, Hoechst nuclear intensity, 48 h; Potency, µM (top dose mostly 46.1 µM), for inactives: top-dose activity, positive = re-replication, actives largely listed as activators; 2.9% of 350,000 active; AID 624296; further: potency means the concentration at half of the fitted maximal effect; % of control where 0% means no effect; nearly all actives have a fitted effect of over 50% in size
HT1080 IDH1KD tx: HT-1080 IDH1 knockdown cell toxicity (counter line); HT-1080 IDH1 knockdown viability, ATP luminescence, 48 h; Potency, µM (highest dose often 46.1 µM), for the others: at the top dose activity, negative = toxicity, most hits filed as cytotoxic; 2% of 360,000 active; AID 686971;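 further: potency means the concentration at half of the fitted maximal effect; 0% = DMSO wells and -100% = cell-free medium wells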
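Knockdown cells (IDH1KD HT-1080) received compounds 2 h after plating at 750 cells/well and were kept 48 h at 37 °C in 5% FBS RPMI. A CellTiter-Glo luminescence read gave % activity for curve fitting.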
KB-3-1 tox: kills parental KB-3-1 adenocarcinoma cells. KB-3-1 viability, CellTiter-Glo ATP luminescence, 72 h. Potency, µM (series often up to 46.1 µM), for the others: at the highest dose activity change, negative = cytotoxic, most hits filed as cytotoxic. 1.4% of 400,000 active. AID 1347075; further: potency means the concentration at half of the fitted maximal effect; on the % scale 0 is the no-effect control and ±100 the full control effect; nearly all actives have a fitted effect of over 60% in size
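Parental KB-3-1 adenocarcinoma cells in phenol-red-free DMEM with 10% FBS were pin-treated with compounds at several concentrations, incubated 72 h at 37 °C, and viability read by CellTiter-Glo luminescence; concentration-effect curves were fitted after normalization.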
SW480 rereplic: DNA re-replication induction in SW480 cells. Potency, µM (series often up to 46.1 µM), for the others: top-dose re-replication activation, most hits filed as activators. SW480 DNA re-replication, Hoechst DNA content imaging, 48 h. 1.8% of 340,000 active. AID 624297; further: potency means the concentration at half of the fitted maximal effect; % of control where 0% means no effect; nearly all actives have a fitted effect of over 55% in size
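DNA re-replication was detected as more nuclei of elevated Hoechst intensity after 48 hr exposure to compound (23 nL pinned per well of 250 cells).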
WRN helicase inh: WRN helicase (human) inhibition | Q14191 | WRN helicase unwinding, fluorescent forked duplex, kinetic | Potency, µM (top dose mostly 114 µM), without a hit: top-dose activity change, negative = inhibition, usual class: inhibitors | 0.46% of 360,000 active; further: potency means the concentration at half of the fitted maximal effect; on the % scale 0 is the no-effect control and ±100 the full control effect; nearly all actives have a fitted effect of over 55% in size
Target sequence (Q14191 whole entry, looked up): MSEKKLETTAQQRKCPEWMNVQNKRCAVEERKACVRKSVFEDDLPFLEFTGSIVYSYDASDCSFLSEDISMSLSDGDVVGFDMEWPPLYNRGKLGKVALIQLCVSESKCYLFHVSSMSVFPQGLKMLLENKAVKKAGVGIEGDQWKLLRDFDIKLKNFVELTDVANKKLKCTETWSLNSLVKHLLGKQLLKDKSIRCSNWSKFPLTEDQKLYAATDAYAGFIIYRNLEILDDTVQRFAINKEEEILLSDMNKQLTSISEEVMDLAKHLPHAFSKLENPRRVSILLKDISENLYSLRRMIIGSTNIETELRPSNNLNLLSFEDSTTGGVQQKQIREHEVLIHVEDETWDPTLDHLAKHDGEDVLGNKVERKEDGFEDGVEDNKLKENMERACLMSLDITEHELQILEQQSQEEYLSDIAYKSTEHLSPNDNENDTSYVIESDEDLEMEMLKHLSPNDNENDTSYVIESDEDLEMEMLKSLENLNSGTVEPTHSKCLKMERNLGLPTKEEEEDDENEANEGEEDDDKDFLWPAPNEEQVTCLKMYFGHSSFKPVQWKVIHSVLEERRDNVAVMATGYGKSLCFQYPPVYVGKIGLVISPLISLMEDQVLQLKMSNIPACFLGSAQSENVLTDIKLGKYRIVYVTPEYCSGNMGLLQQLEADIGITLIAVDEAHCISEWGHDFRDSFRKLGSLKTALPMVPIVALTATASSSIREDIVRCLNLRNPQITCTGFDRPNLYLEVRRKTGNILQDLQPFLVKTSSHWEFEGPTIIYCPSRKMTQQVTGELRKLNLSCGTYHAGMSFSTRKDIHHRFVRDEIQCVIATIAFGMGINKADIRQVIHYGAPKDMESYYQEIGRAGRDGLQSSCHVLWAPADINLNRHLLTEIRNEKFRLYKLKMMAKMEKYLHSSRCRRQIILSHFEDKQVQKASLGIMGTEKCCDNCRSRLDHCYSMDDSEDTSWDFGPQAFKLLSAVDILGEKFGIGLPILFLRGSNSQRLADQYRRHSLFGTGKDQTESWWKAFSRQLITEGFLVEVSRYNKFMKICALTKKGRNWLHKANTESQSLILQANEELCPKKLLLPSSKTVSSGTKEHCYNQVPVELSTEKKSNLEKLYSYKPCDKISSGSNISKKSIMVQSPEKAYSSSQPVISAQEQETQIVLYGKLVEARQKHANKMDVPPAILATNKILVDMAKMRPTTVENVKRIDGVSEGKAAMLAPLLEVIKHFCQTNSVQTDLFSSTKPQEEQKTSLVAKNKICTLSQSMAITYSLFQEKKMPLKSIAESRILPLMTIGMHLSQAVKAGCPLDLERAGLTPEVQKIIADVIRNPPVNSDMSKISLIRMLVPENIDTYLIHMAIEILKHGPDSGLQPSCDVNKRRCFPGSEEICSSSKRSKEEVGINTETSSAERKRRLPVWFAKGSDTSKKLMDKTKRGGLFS
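Primary qHTS, 1536-well format. 20 nM WRN + compound, 15 min RT; start with 100 nM forked fluorophore/quencher duplex, 2 mM ATP (final); kinetic read ex 525/em 598 nm.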
KB-V1 cytotox: kills drug-selected multidrug resistant KB-V1 cells | AID 1347076 | Potency, µM (highest dose often 46.1 µM), for the others: top-dose activity change, negative = cytotoxicity, most hits filed as cytotoxic | KB-V1 MDR cells viability, CellTiter-Glo, 72 h | 3.4% of 400,000 active; further: potency means the concentration at half of the fitted maximal effect; on the % scale 0 is the no-effect control and ±100 the full control effect; nearly all actives have a fitted effect of over 60% in size
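Compound-treated KB-V1 multidrug-resistant cells, 72 h, 37 degrees C; viability by CellTiter-Glo. Fitted qHTS curves give the values.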
The depositor's hits bear a star; [ ] = dose if it differs, or a comment. Unless noted, the call rests on the fitted dose curve; in most records, active means well fitted curve in the direction sought with a large enough effect; inconclusive means small, poorly fitted or top-dose-only effect, or another doubt; inactive means no such curve, though single readings can be large; an effect the other way counts as inactive or inconclusive.

For CCC1CCc2c(sc(NC(=O)C3CC=CCC3C(=O)O)c2C#N)C1 (configuration not stated) the results were ATXN2 expr inh 4%, IL1B secr inh 0, HT1080NT lethal 1%, MCF10A rereplic 10%, HT1080 IDH1KD tx -14%, KB-3-1 tox 4%, WRN helicase inh -31% and KB-V1 cytotox -15%.
`O=C(COc1ccccc1)NCC(=O)N/N=C/c1ccc(Br)cc1` gave ATXN2 expr inh -5%, IL1B secr inh -7, HT1080NT lethal -2%, MCF10A rereplic -2%, HT1080 IDH1KD tx -1%, KB-3-1 tox -4%, SW480 rereplic -3%, WRN helicase inh -34% and KB-V1 cytotox 1%.
For S=C(NCc1ccco1)N/N=C/c1ccccc1Cl the results were ATXN2 expr inh -5%, IL1B secr inh 4, HT1080NT lethal 16%, MCF10A rereplic 3%, HT1080 IDH1KD tx 6%, KB-3-1 tox -12%, SW480 rereplic -5%, WRN helicase inh -6% and KB-V1 cytotox inconclusive.
`COc1ccc(-c2cc(C(=O)N(C)Cc3ccc(OC)c(OC)c3OC)c3ccccc3n2)cc1OC` gave ATXN2 expr inh 2%, IL1B secr inh -14, HT1080NT lethal -5%, MCF10A rereplic inconclusive, HT1080 IDH1KD tx -2%, KB-3-1 tox -12%, SW480 rereplic 0%, WRN helicase inh -35% and KB-V1 cytotox inconclusive.
For Cn1ccnc1CN1CCN(C(=O)c2cc(COc3ccc(F)c(F)c3)on2)CC1 the results were ATXN2 expr inh 8%, IL1B secr inh -7, HT1080NT lethal 0%, MCF10A rereplic 5%, HT1080 IDH1KD tx 0%, KB-3-1 tox 17%, SW480 rereplic -11%, WRN helicase inh -3% and KB-V1 cytotox inconclusive.
CNC(=O)C(=O)NCC1OCCN1S(=O)(=O)c1ccc(OC)c(OC)c1 (configuration not stated) was read as ATXN2 expr inh 3%, IL1B secr inh 11, HT1080NT lethal -1%, MCF10A rereplic 0%, HT1080 IDH1KD tx 7%, SW480 rereplic -4% and WRN helicase inh -4%.
Screening CCN=C1SC(CC(=O)Nc2sc3c(c2C#N)CCCC3)C(=O)N1CC (configuration not stated) returned ATXN2 expr inh -28%, IL1B secr inh 9, HT1080NT lethal -3%, MCF10A rereplic inconclusive, HT1080 IDH1KD tx -10%, KB-3-1 tox 2%, SW480 rereplic -6%, WRN helicase inh -2% and KB-V1 cytotox -15%.
`O=C(NC1CCCCC1)c1cc(S(=O)(=O)N2CCOCC2)c(Cl)cc1Cl` gave ATXN2 expr inh -18%, IL1B secr inh 3, HT1080NT lethal 2%, MCF10A rereplic -4%, HT1080 IDH1KD tx inconclusive, KB-3-1 tox -17%, SW480 rereplic 26%, WRN helicase inh 0%[57.1 µM] and KB-V1 cytotox -17%.
`C(=C\c1ccccc1)/CN1CCN(C(c2cc3ccccc3o2)c2nnnn2C2CCCCC2)CC1` (configuration not stated) gave ATXN2 expr inh 5%, IL1B secr inh inconclusive, HT1080NT lethal 6%, HT1080 IDH1KD tx 2%, KB-3-1 tox -1%, WRN helicase inh -4% and KB-V1 cytotox 0%.
CC1(C)SCC(C(=O)O)N1C=O (configuration not stated) was read as ATXN2 expr inh -10%, IL1B secr inh 44, HT1080NT lethal 8%, MCF10A rereplic -14%, HT1080 IDH1KD tx 4%, KB-3-1 tox 8%, SW480 rereplic -7%, WRN helicase inh 0% and KB-V1 cytotox 10%.
Screening Cc1cc(C)n(CCCNC(=O)COc2ccc([N+](=O)[O-])cc2)n1 returned IL1B secr inh -2, HT1080NT lethal 8%, MCF10A rereplic 4%, HT1080 IDH1KD tx 0%, KB-3-1 tox 1%, SW480 rereplic 1%, WRN helicase inh 2% and KB-V1 cytotox 0%.
COc1cc(OC)nc(NC(=O)COC(=O)C2CCCCC2)n1 was read as ATXN2 expr inh 3%, IL1B secr inh 8, HT1080NT lethal 21%, MCF10A rereplic 1%, HT1080 IDH1KD tx 15%, KB-3-1 tox 0%, SW480 rereplic -3%, WRN helicase inh 3% and KB-V1 cytotox 25%.
`Cc1ccccc1NC(=O)Cc1nc(COC(=O)c2cc(Br)ccc2O)cs1` gave IL1B secr inh 8, HT1080NT lethal -1%, MCF10A rereplic 16µM*, HT1080 IDH1KD tx -17%, KB-3-1 tox 0%, SW480 rereplic -6%, WRN helicase inh 13% and KB-V1 cytotox 3%.
Screening COc1ccc(-c2nn3c(-c4cccc(C)c4)nnc3s2)cc1OC returned ATXN2 expr inh inconclusive, IL1B secr inh -4, HT1080NT lethal -15%, MCF10A rereplic inconclusive, HT1080 IDH1KD tx -6%, KB-3-1 tox -7%, SW480 rereplic inconclusive, WRN helicase inh -4% and KB-V1 cytotox 16µM*.
Screening CC(C)n1c(=O)[nH]c2ccccc21 returned ATXN2 expr inh -7%, IL1B secr inh 9, HT1080NT lethal -2%, MCF10A rereplic 3%, HT1080 IDH1KD tx -1%, KB-3-1 tox 6%, SW480 rereplic 0%, WRN helicase inh -3% and KB-V1 cytotox 3%.
`Cc1nc(C(=O)NC(C)C)nn1-c1cc(Cl)cc(Cl)c1` gave ATXN2 expr inh -4%, IL1B secr inh -1, HT1080NT lethal 16%, MCF10A rereplic 0%, HT1080 IDH1KD tx 14%, KB-3-1 tox -3%, SW480 rereplic -128%[inhibitor], WRN helicase inh 18% and KB-V1 cytotox -28%.
`O=C(Nc1ccccc1)C1CC(=O)N(C2CCCCC2)C1` (configuration not stated) gave ATXN2 expr inh 2%, IL1B secr inh -6, HT1080NT lethal 3%, MCF10A rereplic -1%, HT1080 IDH1KD tx 0%, KB-3-1 tox 1%, SW480 rereplic -5%, WRN helicase inh 1% and KB-V1 cytotox 12%.
O=C1OCc2cc(NS(=O)(=O)c3cccs3)ccc21 was read as ATXN2 expr inh 14%, IL1B secr inh 3, HT1080NT lethal 10%, MCF10A rereplic 6%, HT1080 IDH1KD tx 5%, KB-3-1 tox 2%, SW480 rereplic 7%, WRN helicase inh 0% and KB-V1 cytotox -14%.
`COC(=O)c1cc(Br)ccc1-c1ccc(/C=N/n2nnnc2N)o1` gave ATXN2 expr inh -20%, IL1B secr inh 1, HT1080NT lethal 9%, MCF10A rereplic -4%, HT1080 IDH1KD tx inconclusive, KB-3-1 tox -24%, SW480 rereplic -2%, WRN helicase inh -14% and KB-V1 cytotox 0%.
`CCc1ccc(C)[n+](CC(=O)c2cccs2)c1` gave ATXN2 expr inh 0%, IL1B secr inh -58*, HT1080NT lethal -5%, MCF10A rereplic inconclusive, HT1080 IDH1KD tx -3%, KB-3-1 tox inconclusive, SW480 rereplic -4%, WRN helicase inh -1% and KB-V1 cytotox -1%.

Overlap with the part before: 2 entries, then new ones.
`COC(=O)c1cc(Br)ccc1-c1ccc(/C=N/n2nnnc2N)o1` gave ATXN2 expr inh -20%, IL1B secr inh 1, HT1080NT lethal 9%, MCF10A rereplic -4%, HT1080 IDH1KD tx inconclusive, KB-3-1 tox -24%, SW480 rereplic -2%, WRN helicase inh -14% and KB-V1 cytotox 0%.
`CCc1ccc(C)[n+](CC(=O)c2cccs2)c1` gave ATXN2 expr inh 0%, IL1B secr inh -58*, HT1080NT lethal -5%, MCF10A rereplic inconclusive, HT1080 IDH1KD tx -3%, KB-3-1 tox inconclusive, SW480 rereplic -4%, WRN helicase inh -1% and KB-V1 cytotox -1%.
For O=C(COc1ccc(S(=O)(=O)NCc2ccccc2)cc1)N1CCOCC1 the results were ATXN2 expr inh 2%, IL1B secr inh 0, HT1080NT lethal 2%, MCF10A rereplic -7%, HT1080 IDH1KD tx 8%, KB-3-1 tox 19%, SW480 rereplic 5%, WRN helicase inh -4% and KB-V1 cytotox 0%.
CCCN1C(=O)/C(=C/c2ccc(C)s2)SC1=Nc1ccc(OC)cc1 was read as ATXN2 expr inh -10%, IL1B secr inh -11, HT1080NT lethal 5%, MCF10A rereplic 5%, HT1080 IDH1KD tx 13%, KB-3-1 tox -1%, SW480 rereplic -3%, WRN helicase inh inconclusive and KB-V1 cytotox inconclusive.
CC(=O)Oc1ccc(N2C(=O)C3C(C2=O)C2C=CC3C23CC3)cc1[N+](=O)[O-] (configuration not stated) was read as IL1B secr inh 7, HT1080NT lethal 8%, MCF10A rereplic 0%, HT1080 IDH1KD tx 2%, KB-3-1 tox 1%, SW480 rereplic -1%, WRN helicase inh -12% and KB-V1 cytotox inconclusive.
For CSc1nsc(SC)c1C(=O)OCC(F)(F)F the results were ATXN2 expr inh -4%, IL1B secr inh -14, HT1080NT lethal -3%, MCF10A rereplic -5%, HT1080 IDH1KD tx 3%, KB-3-1 tox 1%, SW480 rereplic -7%, WRN helicase inh 11% and KB-V1 cytotox -5%.
For CC(=O)N1CCCN(Cc2cn(-c3cccc(C)c3)nc2-c2cccc(F)c2)CC1 the results were ATXN2 expr inh -13%, IL1B secr inh -23, HT1080NT lethal -4%, MCF10A rereplic 5%, HT1080 IDH1KD tx -12%, KB-3-1 tox -25%, SW480 rereplic 8%, WRN helicase inh -4% and KB-V1 cytotox -9%.
For O=C1CC2(CCN(C(=O)COc3ccccc3)CC2)Oc2ccccc21 the results were ATXN2 expr inh 4%, IL1B secr inh -3, HT1080NT lethal 0%, MCF10A rereplic 0%, HT1080 IDH1KD tx 2%, KB-3-1 tox 8%, SW480 rereplic -16%, WRN helicase inh 2% and KB-V1 cytotox -6%.
`Cc1ccccc1N(C=O)c1ccccc1C` gave ATXN2 expr inh -12%, IL1B secr inh 20, HT1080NT lethal -10%, MCF10A rereplic 4%, HT1080 IDH1KD tx -10%, KB-3-1 tox 3%, SW480 rereplic 1%, WRN helicase inh -5% and KB-V1 cytotox 0%.
O=C(O)C1OC(C(=O)O)C(C(=O)O)C1C(=O)O (configuration not stated) was read as ATXN2 expr inh 5%, IL1B secr inh 11, HT1080NT lethal 1%, MCF10A rereplic 0%, HT1080 IDH1KD tx 2%, KB-3-1 tox 2%, SW480 rereplic -3%, WRN helicase inh -27% and KB-V1 cytotox 0%.

Outcome played no part in choosing rows, and some 12% of all compounds hit somewhere here.
